# Pf growth 48h = P. falciparum growth inhibition at 48 hours (one generation); P. falciparum luciferase growth in erythrocytes, 48 h; Potency, µM (top dose mostly 28.7 µM), inactives show at the highest dose activity change, negative = inhibition, hits mostly inhibitors; 5.9% of 310,000 active; note: potency is the fitted concentration of half-maximal effect; % is set by controls: 0 for no effect and ±100 for the full control effect
#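 In quantitative HTS format, infected erythrocytes bearing luciferase-reporter parasites were treated for a single generation at 37 C. Luminescence after adding detection reagent served as the growth measure.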
# Tb PYK inh = inhibitors of Trypanosoma brucei pyruvate kinase | Q57TT1 | TbPYK enzyme, Kinase-Glo Plus ATP luminescence, 45 min | Potency, µM (titrated, usually from 76.8 µM), without a hit: top-dose activity, negative = inhibition, usual class: inhibitors | 0.12% of 410,000 active | AID 624173; note: potency is the fitted concentration of half-maximal effect; % is set by controls: 0 for no effect and ±100 for the full control effect; nearly all actives have a fitted effect of over 50% in size
#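 ADP (130 uM final) triggers the TbPYK reaction after compound addition; incubation is 45 min at room temperature. Kinase-Glo Plus is then added and luminescence imaged. Normalized data are fitted to concentration-effect curves.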
# AMA1 RON2 block = disrupts binding of P. falciparum AMA1 to RON2; AlphaScreen AMA1-biotinylated RON2 peptide binding; Potency, µM (doses to about 58.2 µM), without a hit: at the top dose activity change, negative = inhibition, actives largely listed as inhibitors; 0.2% of 360,000 active;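 note: potency is the fitted concentration of half-maximal effect; 0% = vehicle wells and -100% = peptide control; nearly all actives have a fitted effect of over 45% in size; some results filed as inactive show a strong effect at the top dose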
#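 AMA1 (3D7) with his tag at 25 nM final met compounds first, then biotinylated RON2 peptide at 25 nM; detection used donor plus acceptor beads, 10 µg/mL apiece, read by AlphaScreen after 30 min at room temperature.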
# LmPK inhibitor = LmPK (Leishmania mexicana) enzyme inhibition; Potency, µM (doses to about 57.5 µM), for inactives: top-dose activity change, negative = inhibition, usual class: inhibitors; Q27686; 0.37% of 290,000 active; purified LmPK, Kinase-Glo ATP luminescence, 1 h; AID 1721; note: potency is the fitted concentration of half-maximal effect; % is set by controls: 0 for no effect and ±100 for the full control effect
# Target sequence (Q27686 whole entry, looked up): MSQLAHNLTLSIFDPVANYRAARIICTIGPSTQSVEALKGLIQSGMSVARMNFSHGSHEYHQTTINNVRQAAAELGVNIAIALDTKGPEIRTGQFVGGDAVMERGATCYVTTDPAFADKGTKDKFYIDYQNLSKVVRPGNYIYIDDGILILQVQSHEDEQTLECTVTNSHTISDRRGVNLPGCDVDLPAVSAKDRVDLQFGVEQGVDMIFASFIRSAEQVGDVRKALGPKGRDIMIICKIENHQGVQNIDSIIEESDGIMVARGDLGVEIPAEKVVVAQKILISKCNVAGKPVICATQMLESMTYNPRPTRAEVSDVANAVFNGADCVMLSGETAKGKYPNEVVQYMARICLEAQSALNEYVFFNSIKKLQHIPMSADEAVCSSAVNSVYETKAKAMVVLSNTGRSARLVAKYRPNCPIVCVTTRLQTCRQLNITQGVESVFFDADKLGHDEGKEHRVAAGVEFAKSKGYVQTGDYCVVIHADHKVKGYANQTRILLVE
#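 ATP generated from ADP (0.1 mM) and PEP (0.5 mM) by 0.1 nM LmPK over 1 h at room temperature (pH 7.2 imidazole buffer) was detected by coupled luciferase luminescence. Values were normalized to uninhibited and no-enzyme wells.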
# Cycloheximide cs = affects cycloheximide protein synthesis inhibition readout, counter-screen; cell reporter, cycloheximide protein synthesis inhibition counterscreen; max response, %; 12% of 300,000 active; in the data active = max response mostly above about 13%, no sharp cut-off; inactive = mostly below about 14%; note: read at 38.3 µM for the half of the compounds with a filed dose; 0% is about no effect
# Pf growth 96h = inhibits malaria parasite growth, 96 h. 6.9% of 320,000 active. P. falciparum luciferase reporter growth, 96 h. AID 504834. Potency, µM (titrated, usually from 28.7 µM), for the others: top-dose activity change, negative = inhibition, most hits filed as inhibitors; note: potency is the fitted concentration of half-maximal effect; % is set by controls: 0 for no effect and ±100 for the full control effect
#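 Compounds incubated with erythrocytes infected by luciferase-expressing P. falciparum (2% hematocrit, 0.05% parasitemia final) for 96 hours, 37 C in 5% CO2. Growth inhibition scored as decreased luciferase luminescence.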
# Shiga inhibitor = blocks Shiga toxin action in Vero cells. Vero cells, Shiga toxin protein synthesis inhibition reporter. inhibition, % at 38.7 µM. 9.2% of 290,000 active; in the data active = inhibition mostly above about 28%, no sharp cut-off; inactive = mostly below about 43%; note: 0% is about no effect
# * = called active by the depositor; u = inconclusive; x = not tested or not shown; & = joins results of further samples; [ ] = dose if it differs, or a comment. Unless noted, calls come from the whole dose curve; as a rule, active = well fitted curve in the direction sought with a large enough effect; inconclusive = small, poorly fitted or top-dose-only effect, or another doubt; inactive = no such curve, though single readings can be large; an effect the other way counts as inactive or inconclusive.
SMILES,Pf growth 48h,Tb PYK inh,AMA1 RON2 block,LmPK inhibitor,Cycloheximide cs,Pf growth 96h,Shiga inhibitor
CC1CCN(C(=O)CSc2nc(N)c(NC(=O)c3ccccc3)c(=O)[nH]2)CC1,0.2%,2.6%,6.3%,-4.7%,1.9,-5.0%,-5.2
CC(C)(C)N=C1NC(=NC(C)(C)C)c2ccccc21,u,3.1%,17.5%,2.9%,-1.0,20.1%,-2.3
COc1cnc(-c2ccccn2)nc1Oc1ccc(F)cc1F,10.4µM*,1.8%,10.7%,6.7%,32.5*,10.4µM*,40.2
O=[N+]([O-])c1cc2oc3c(c2c(C=NCc2ccccc2)c1O)CCCC3,1.1%,u,24.4%,1µM*,-3.9,25.9%,-3.3
CCOC(=O)N1CCN(C(=O)C2CCN(C(=O)c3cc4sccc4n3CC)CC2)CC1,4.3%,2.8%,-6.0%,-6.3%,-4.1,u,-14.0
Cc1ccc(-c2nnn(CC(=O)N(CC3CCCO3)C(C(=O)NCC3CCCO3)c3ccc(F)cc3)n2)o1 (centres undefined),-25.2%,-4.6%,16.7%,5.4%,-1.8,u,-4.7
CCOc1cccc(/C=C/c2ccc3cccc(O)c3n2)c1OC,u,2.6%,50.2%[activator],2.0%,51.9*,u,93.5*
Cc1ccc2c(CSc3nnc(N)s3)cc(=O)oc2c1,35.0%[activator],-4.1%,-3.1%,-3.0%,32.0*,x,59.5*
CC1(C)C(=O)Nc2ccccc2N1C(=O)COC(=O)c1cc([N+](=O)[O-])ccc1N,u,-10.9%,2.5%,2.3%,-2.4,u,-5.0
CCCc1ccc(C(C)NC(=S)NC2CCCCC2)cc1 (centres undefined),13.1µM*,-4.8%,3.0%,4.3%,-3.4,32.9%[activator],-3.2
Cn1c(CCNC(=O)c2ccc(Cl)c(Cl)c2)nnc1SCc1ccc(Cl)c(Cl)c1,11.9%,1.7%,-2.4%,8.2%,-1.2,3.7%,-8.4
CC1CCC(C(C)C)C(OC(=O)Cn2c(-c3ccccc3)[n+](C)c3ccccc32)C1 (centres undefined),0.465µM*,1.9%&1.2%,5.7%&-0.8%,-3.5%&-3.8%,-7.0&-8.1,245.2%[activator],-1.4&-9.8
N#CCCN(C(=O)COC(=O)CCNS(=O)(=O)c1ccccc1)c1ccccc1,12.2%,5.3%,8.5%,x,x,7.0%,x
CCN(CC)CCn1c2c(c(SCC(=O)Nc3nccs3)nc1=O)CCCC2,u,0.6%,-5.4%,x,x,-8.8%,x
CC(=O)Nc1ccc(C(F)(F)F)cc1Cl,44.7%[activator],2.5%,9.2%,0.3%,-2.1,35.6%[activator],-13.5
COC(=O)C1CC(c2c(OC)cc(OC)cc2OC)=NO1 (centres undefined),-28.2%,-10.1%,-1.9%,-9.8%,-3.9,-15.5%,-5.1
Cc1cc(C)c(C(=O)OCC(=O)NCc2cccs2)c(C)c1,-4.6%,-6.6%,11.3%,-1.6%,19.1,33.4%[5.75 µM],4.9
Cc1cc[n+](CC[n+]2ccc(C)cc2)cc1,-7.2%,0.6%,12.0%,x,x,13.3%,x
Cc1cccc(C)c1OCCCN1CCOCC1,-5.6%,4.4%,-0.9%,-2.7%,-1.2,39.7%[activator],19.3
CCCSc1cc(=O)n(-c2ccccc2)nc1C(=O)OCC,16.3%,1.4%,3.8%,1.3%,-1.2,21.9%,-19.5

# One compound at a time, as listed above. Values in the order: Pf growth 48h, Tb PYK inh, AMA1 RON2 block, LmPK inhibitor, Cycloheximide cs, Pf growth 96h, Shiga inhibitor
# N#CCCN(C(=O)COC(=O)CCNS(=O)(=O)c1ccccc1)c1ccccc1 is entered as 12.2%, 5.3%, 8.5%, x, x, 7.0%, x
# Cn1c(CCNC(=O)c2ccc(Cl)c(Cl)c2)nnc1SCc1ccc(Cl)c(Cl)c1 is entered as 11.9%, 1.7%, -2.4%, 8.2%, -1.2, 3.7%, -8.4
# Cc1cccc(C)c1OCCCN1CCOCC1 is entered as -5.6%, 4.4%, -0.9%, -2.7%, -1.2, 39.7%[activator], 19.3

# Remaining list, next part.
SMILES,Pf growth 48h,Tb PYK inh,AMA1 RON2 block,LmPK inhibitor,Cycloheximide cs,Pf growth 96h,Shiga inhibitor
C=CCNC(=O)c1ccc(-c2nc(-c3ccc(Cl)c(Cl)c3)cs2)cc1,u,x,7.5%,4.0%,-3.4,u,-4.8
O=C(COC(=O)CCc1nc2ccccc2s1)Nc1cccc(S(=O)(=O)N2CCOCC2)c1,x,x,1.9%,-16.4%,-3.3,3.9%,-4.0
Cn1ccsc1=NC(=O)c1ccccc1F,-13.4%,1.5%,14.8%,0.3%,15.6,u,40.6
CC(C)COc1ccc(C(=O)NC(Cc2c[nH]c3ccccc23)C(=O)NN)cc1 (centres undefined),-14.8%,3.7%,68.8%[activator],2.4%,-2.6,3.5%,13.5
CN(Cc1cn[nH]c1-c1cc2ccccc2o1)CC1CCOCC1,0.6%,-3.6%,-8.1%,1.5%,-1.7,u,-11.1
Cc1ccc(S(=O)(=O)N2CCN(Cc3ccccn3)CC2)cc1,6.2%,9.1%,9.1%,-8.8%,-2.3,1.9%,-7.6
COc1ccc(C(=O)N2CCOC23CCN(c2ncccn2)CC3)cc1,4.5%,-15.2%,-6.3%,-0.3%,5.1,33.8%[activator],-27.7
Cc1nn(Cc2ccccc2)c2sc(C(=O)N3CCN(Cc4ccc5c(c4)OCO5)CC3)cc12,10.4µM*,3.2%,u,1.6%,-2.2,u,-6.1
Cn1c(N)c(C(=O)COC(=O)/C=C/c2cccc(C(F)(F)F)c2)c(=O)n(C)c1=O,u,-1.8%,-8.4%[11.6 µM],x,x,u,x
O=C(CN1CCN(C2CCCCC2)CC1)NCCC1=CCCCC1,18.0%,11.7%,-17.1%,-10.9%,11.1,16.9%[5.75 µM],-2.1
CCOC(=O)c1ccc(NC(=O)c2cccc3c2C(=O)N(CC2CCCO2)C3)cc1 (centres undefined),u,-5.8%,-7.5%,-1.0%,-0.6,u,4.3
COC(=O)c1sccc1NC(=O)c1sccc1C,21.4%,-3.6%,2.4%,10.8%,3.6,64.2%,-5.3
O=C(CCc1nnc2ccc(NCc3ccco3)nn12)Nc1cccc(F)c1,-8.7%,-3.4%,-7.1%,-13.5%,-6.8,u,-0.9
CCCn1c(N)c(N(CCOC)C(=O)c2cc(Cl)nc3ccccc23)c(=O)[nH]c1=O,0.3%,-1.4%,-0.4%,x,x,3.6%,x
COc1ccc(NC(=O)c2ccccc2)c([N+](=O)[O-])c1,172.4%[activator],-4.2%,-24.4%,-1.6%,32.2*,210.6%[activator],74.2*
NCCCNCCSP(=O)(O)O,0.1%,2.6%,x,x,x,13.1%,x
Cc1cc(Nc2ccc(C(=O)N3CCCCC3)cc2)c2cccc(C)c2n1,12.9%,6.9%,-6.4%,5.8%,-1.2,11.2%,-5.1
COc1ccc(S(=O)(=O)Nc2ccccc2C(=O)NCc2cccnc2)cc1C,34.0%[activator],7.9%,2.9%,8.1%,-3.8,3.5%,-10.4
CC(C)c1ccc(N=c2c([N+](=O)[O-])nn(-c3ccc4c(c3)OCCO4)n2O)cc1,10.4µM*,7.9%,u,5.3%,14.1*,u,16.8
CCN(CC)S(=O)(=O)c1cc(NC(=O)c2cc(-c3ccccn3)nc3ccccc23)ccc1C,9.28µM*,-4.2%,-3.9%,7.5%,-2.2,u,-3.0
O=c1[nH]c(-c2cccnc2)nc2ccccc12,3.1%,-3.7%,8.0%,-0.8%,-1.5,x,-11.5
Cc1ccc(-c2nn(CCC(=O)O)cc2CCC(=O)O)cc1,x,-1.6%,-8.8%,-0.7%,-5.9,47.3%[activator],-12.7
Cc1ccc(S(=O)(=O)N2CCOCC2)cc1NC(=O)CSc1nc(N)cc(N)n1,0.7%,-19.5%,-16.8%,x,x,-10.5%,x
Cc1ccc(C(=O)O/N=C(\N)Cc2cccc3ccccc23)cc1,1.85µM*,0.0%,0.0%,3.0%,12.2,22.5%,15.3
CCO[C@H]1OC(C(N)=O)=C[C@@H](c2ccc(Br)cc2)[C@@H]1CCCO,16.8%,2.7%,-3.9%,5.5%,7.2,-23.1%,-8.7
C/C(=N/OC(=O)CC(C)C)c1cc(-c2ccc(Cl)cc2)no1,134.4%[activator],6.7%,5.6%,0.8%,15.2,217.7%[activator],124.3*
CC1CCN(C(=O)C(=O)c2cn(CC(=O)N3CCCCCC3)c3ccccc23)CC1,u,3.5%,0.0%,-7.8%,-1.2,u,-13.1
C=CCN1C(=O)/C(=C2/Sc3ccccc3N2C)SC1=Nc1ccccc1C,-0.8%,-12.0%,u,-4.5%,9.1,x,-6.5
COC(=O)CN(C#N)c1nc(SC)nc(N(C)C)n1,5.7%,-3.8%,-7.4%,-15.0%,-1.3,0.1%,-13.4
CN1C(=S)SC(N(O)C(=O)Nc2ccc(Cl)c(Cl)c2)C1(C)C (centres undefined),u,-17.3%,-10.0%[2.32 µM],-4.8%,-4.6,u,-10.5
C=CCNc1nc(SC)nc2ccsc12,9.5%,-6.3%,7.4%,-1.5%,0.8,11.2%,-2.6
C=Cn1c(C(=O)O)ccc1-c1ccc(OC)cc1,-26.4%,5.7%,5.9%,-4.2%,-4.5,32.8%[activator],-7.6
COc1cccc(NC2=C(C#N)C(=O)NC(c3cccc(OC)c3O)S2)c1 (centres undefined),6.9%,-8.9%,21.6%,1.9%,19.3*,u,60.7
NCC(=O)Nc1ccc(Cl)cc1C(=O)c1ccc[nH]1,u,2.3%,u,1.1%,-1.8,5.22µM*,-7.5
CN(C)C(=O)CN1C(=O)C2CC=C(Cl)CC2C1=O (centres undefined),-27.8%,-2.8%,-12.4%,3.1%,2.5,1.1%,-15.2
CSc1cccc(NC(=O)N2CCCC(CNS(=O)(=O)Cc3ccccc3)C2)c1 (centres undefined),-4.7%,-9.4%,15.9%,0.4%,-1.2,9.28µM*,-11.5
O=C(CSc1nnc(NC(=O)c2cccc(F)c2)s1)NCC1CCCO1 (centres undefined),29.0%,4.2%,11.8%,-2.6%,17.4,26.0%,-5.9
COc1ccc2nc3sc(C(=O)NCCN4CCc5ccccc5C4)cc3cc2c1,9.28µM*,16.9%,0.5%,-11.5%,42.9*,u,53.4*
CC1Cn2c(nc3c2c(=O)[nH]c(=O)n3C)O1 (centres undefined),-0.9%,-3.0%,4.7%,-5.0%,5.7,x,0.3
O=C(CN1N=C(c2ccccc2)CCC1=O)NCc1ccco1,16.6%,x,x,-2.0%,-3.5,x,5.0
CCOc1cc(CNc2nn[nH]n2)ccc1OCC(=O)NC(C)(C)C,-6.0%,4.9%,23.5%,1.3%,-3.3,-26.4%,-8.5
Cc1nc2nc[nH]n2c(=O)c1CCC(C)C,-17.1%,4.6%,-2.5%,1.6%,-0.6,x,-14.3
COc1ccc(CCn2c(O)c(C=NCCCn3ccnc3)c(=O)[nH]c2=O)cc1OC,x,2.6%,-23.3%,-13.7%,4.8,53.8%[activator],-15.6
CCOc1ccc(-c2c(=O)n(OCc3ccccc3Br)c3ccccc3[n+]2[O-])c(OCC)c1,u,2.6%,-15.1%,3.7%,-0.7,-6.1%,-22.2
COC(=O)c1nn(-c2ccccc2)c(=O)cc1Oc1ccccc1,15.6%,2.5%,-6.3%,-0.2%,2.0,0.0%,-14.3

# From PubChem BioAssay
